Source: PubChem
M1AAP inhibition: P. falciparum M1AAP inhibitors, biochemical, fluorogenic H-Leu-NHMec substrate, 1536-well (AID 1445) | Aminopeptidase N (Plasmodium falciparum (isolate 3D7)) | recombinant M1AAP, H-Leu-NHMec fluorogenic kinetic assay; higher % means a stronger effect | one-dose inhibition, % at 30 µM; IC50 in µM for titrated hits | 220,000 tested, 0.42% active;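 active = primary inhibition above the hit cutoff, then over 50% inhibition at one or more dose response concentrations, cut at about 23% in these data, passing the limit was not always enough; inconclusive = conflicting primary data, or primary hits not chosen for dose response; inactive = low primary inhibition, or under 50% at every dose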;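 also: plate controls were DMSO full reaction for no effect and no enzyme background for full effect; strong numbers were not always called active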
P. falciparum M17LAP: P. falciparum M17LAP inhibitors, primary screen, biochemical, fluorogenic H-Leu-NHMec substrate, 1536-well (AID 1619) | Leucine aminopeptidase (Plasmodium falciparum (isolate 3D7)) | recombinant M17LAP, H-Leu-NHMec fluorogenic kinetic assay; higher % means a stronger effect | one-dose inhibition, % at 30 µM; IC50 in µM for titrated hits | 220,000 tested, 0.38% active;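 active = compound inhibiting the enzyme by more than half at any dose during confirmatory dose-response retesting; inconclusive = strong single-dose inhibitors picked by rank but not retested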;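 also: plate controls were full reaction with DMSO carrier for no effect and no enzyme background for full effect; strong numbers were not always called active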
ER stress rescue: rescue of cells from ER stress-induced death, primary screen, 384-well, CSM14.1, thapsigargin, ATP luminescence (AID 1222). CSM14.1 thapsigargin-induced death rescue, ATP luminescence; higher % means a stronger effect. one-dose cellular ATP content (survival), % at 20 µM; EC50 in µM for titrated hits. 190,000 tested, under 10 active;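 active = EC50 below 50 µM in the dose-response confirmation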;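 also: death triggered by thapsigargin at about 15 µM added after 2 h compound pretreatment; cell ATP read after overnight thapsigargin exposure of roughly 18 to 22 hours; normalized against plate controls of thapsigargin alone and 5% DMSO vehicle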
LYP phosphatase: inhibitors of LYP phosphatase, biochemical, fluorescence intensity, uHTS (AID 1779); recombinant LYP phosphatase, fluorescence intensity; higher % means a stronger effect; one-dose inhibition, % at 11.5 µM; IC50 in µM for titrated hits; 290,000 tested, 0.054% active;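 also: plate controls were vehicle with enzyme for no effect and no enzyme for full effect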
human PMI inhibition: inhibitors of human PMI, primary screen, biochemical, fluorescence intensity, coupled assay (AID 1209) | Mannose-6-phosphate isomerase (Homo sapiens) | inhibition, % at 20 µM; hits with a dose series show IC50 in µM | 190,000 tested, 0.42% active | purified PMI enzyme, coupled fluorescence intensity; higher % means a stronger effect;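 also: plate controls were DMSO vehicle for no effect and wells lacking substrate for full effect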
PMI inhibition: human PMI inhibitors, high substrate, primary screen, biochemical, fluorescence intensity, high mannose 6-phosphate (AID 1220); Mannose-6-phosphate isomerase (Homo sapiens); recombinant PMI enzyme, coupled fluorescence intensity; higher % means a stronger effect; one-dose inhibition, % at 20 µM; IC50 in µM for titrated hits; 190,000 tested, 0.66% active
TNAP activation fold: human TNAP enzyme activators, primary screen, biochemical, luminescent, no phosphate acceptor, uHTS (AID 1001); purified TNAP, luminescent activation assay, no phosphate acceptor; higher activation fold means a stronger effect; one-dose activation fold at 20 µM; EC50 in µM for titrated hits; 200,000 tested, 0.03% active; in the data active = activation fold from about 3, or a potency from the dose series; inactive = the rest, 99 in 100 with activation fold below about 1.6; also: many of its hits are not listed in these tables
Myeloid diff 2: induction of myeloid progenitor differentiation, primary screen, cell-based, flow cytometry, MLPCN library; ER-HoxA9 myeloid progenitors, lysozyme-GFP differentiation; calls only at 10 µM; 360,000 tested, 1% active; AID 624256, 2012;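 active = normalized GFP-positive differentiation at or above the plate's own cutoff, the solvent-only control mean plus 3 SD; inconclusive = no clear call, values can overlap the other calls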;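 also: cells exposed to compound for four days before flow analysis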
XIAP displacement: XIAP antagonists, biochemical, IAP family, fluorescence polarization (AID 1018); XIAP BIR domain, fluorescence polarization peptide displacement; higher % means a stronger effect; displacement, % at 20 µM, or IC50 in µM where a hit was titrated; 200,000 tested, 0.007% active; in the data active = displacement above about 50%; also: a part of the inactive calls stands beside numbers as strong as those of hits
Myeloid diff 2 GFP+ MAC1+ %: second read-out of Myeloid diff 2, no call of its own (marks repeat the call); GFP+ MAC1+ double positive, %; measured here: differentiation confirmed by MAC1 staining
An asterisk follows results filed as active; i = inactive; ? = inconclusive; . = no result given; + = active, no number; & = joins results of further samples. Rule as the data show it, unless noted: active = inhibition above about 50%; inactive = the rest.

SMILES | M1AAP inhibition | P. falciparum M17LAP | ER stress rescue | LYP phosphatase | human PMI inhibition | PMI inhibition | TNAP activation fold | Myeloid diff 2 | Myeloid diff 2 GFP+ MAC1+ % | XIAP displacement
COC(=O)N/N=C\c1cc(Br)ccc1OCc1ccccc1 | 3% | -4% | -3.3% | 3% | 2% | -1% | 1.1 | i | 1.0 | -10%
COc1ccc2cc(C3C(C#N)=C(N)OC(C)=C3C(C)=O)c(Cl)nc2c1 (stereo not drawn) | 5% | 11% | 0.4% | -7% | 8% | 43% | 1.1 | i | 0.1 | -3.5%
CN(C)c1nc(NCc2ccccc2)nc(N/N=C/c2ccc(Cl)cc2Cl)n1 | -1% | 5% | 3.4% | 9% | -2% | -4% | 1.1 | i | 0.4 | -1.3%
COc1ccc(-n2c(=S)[nH]c3cc(C(=O)NCCCN4CCOCC4)ccc3c2=O)c(OC)c1 | 0% | 8% | -0.7% | -1% | 4% | 13% | 1 | i | 0.7 | 0.4%
Cc1ccc(CN2CC34C=CC(O3)C(C(=O)NCc3ccco3)C4C2=O)cc1 (stereo not drawn) | 0% | 7% | -0.1% | -13% | 2% | -3% | 1.1 | i | 1.2 | -1.2%
O=C(CNC(=O)c1ccccc1)N/N=C/c1ccc([N+](=O)[O-])s1 | 10% | 11% | -2.1% | -2% | 6% | 15% | 1 | i | 0.5 | 1.9%
O=C1C2C(C(=O)N1c1ccccc1)N1CCCN1C2c1ccccc1 (stereo not drawn) | 3% | 0% | -0.2% | -5% | -6% | 4% | 1.1 | i | 0.0 | -6.4%
O=C(NN=C1CCCCCCC1)c1ccc2ccccc2n1 | 20% | 12% | 2.0% | -4% | -6% | -3% | 1.2 | i | 0.4 | -3.6%
N#Cc1c(-c2ccccc2Cl)cc(-c2ccccc2)[nH]c1=S | 5% | 6% | 0.3% | -4% | -57% | -146% | 0.9 | . | . | -6.0%
Nc1[nH]c(=O)ncc1F | 21%&-2% | 7%&0% | -1.9%&1.9% | -2%&-7% | -9%&1% | -11%&-8% | 1.1&1.1 | i | 2.5 | -19%&-5.5%
O=C(NC(=S)Nc1nc2ccc(F)cc2s1)c1ccco1 | 0% | -1% | -3.0% | -2% | -4% | -4% | 1 | i | 0.1 | -8.3%
CCN(C(=S)Nc1ccc(OC(F)F)cc1)C1CCCCC1 | 4% | -1% | -0.4% | -4% | 11% | 10% | 1 | i | 0.1 | -3.3%
O=C(Nc1ccccc1C(=O)NC(Cc1ccccc1)C(=O)O)c1ccccc1 (stereo not drawn) | 8% | 11% | -0.1% | 1% | 0% | 0% | 1 | i | 0.6 | -1.1%
NC(=O)CC(NC(=O)Cc1cccc2ccccc12)c1ccc(NCc2ccc(F)c(F)c2)c([N+](=O)[O-])c1 (stereo not drawn) | 6% | -3% | . | -1% | . | . | . | i | 3.4 | .
CCOC(=O)c1cnc2ccc(OCC)cc2c1NCc1ccccc1 | 15% | -14% | 0.9% | 0% | 20% | 44% | 0.8 | ? | . | -5.8%
Cc1ccc(-c2ccc(=O)n(CC(=O)NCc3ccco3)n2)cc1 | 3% | 9% | 1.8% | 1% | -4% | -5% | 1.1 | i | 7.5 | -2.0%
Nc1c(N(C(=O)Nc2ccc(Cl)c(Cl)c2)C2CCCC2)c(=O)[nH]c(=O)n1Cc1ccccc1 | -4% | 1% | -1.8% | -8% | 5% | -3% | 1.1 | i | 1.2 | -3.9%
CC(=O)Nc1ccccc1NC(=O)c1ccc(C)cc1C | 2% | 0% | -0.5% | -1% | -7% | -7% | 1.1 | i | 0.2 | -1.7%
COC(=O)CCCC(=O)N1CCCC(C(=O)c2ccc(OC)cc2C)C1 (stereo not drawn) | -3% | -3% | -0.8% | -9% | -2% | -5% | 1.1 | i | 0.6 | -5.0%
CC(=O)Oc1ccc2nc(-c3cccs3)oc(=O)c2c1 | 11% | 26% | -0.5% | 5% | -6% | -8% | 1 | i | 0.0 | -1.6%
Cc1ccc(S(=O)(=O)N2c3ccccc3CC2C)cc1 (stereo not drawn) | 2% | 6% | -2.2% | -3% | 10% | 12% | 1.2 | i | 0.3 | -7.6%
N#Cc1cnc(SCCc2ccccc2)nc1N | 22% | -3% | . | -1% | 13% | 8% | 1.1 | i | 0.6 | -7.4%
CC(C(=O)O/N=C(\N)c1cccnc1)c1ccc([N+](=O)[O-])cc1 (stereo not drawn) | 3% | 12% | 1.1% | -4% | -6% | -2% | 1.1 | i | 1.3 | -6.5%
O=[N+]([O-])c1cccc(/C=C/c2nc[nH]c2[N+](=O)[O-])c1 | 0% | -2% | . | 5% | . | . | . | i | 0.6 | .
CC1CN(CC(O)COc2ccccc2C(C)(C)C)CC(C)O1 (stereo not drawn) | -1% | 4% | . | -2% | 7% | 3% | 1.1 | i | 1.3 | -4.3%

(more compounds)
SMILES | M1AAP inhibition | P. falciparum M17LAP | ER stress rescue | LYP phosphatase | human PMI inhibition | PMI inhibition | TNAP activation fold | Myeloid diff 2 | Myeloid diff 2 GFP+ MAC1+ % | XIAP displacement
Cc1[nH]c2ccccc2c1/C=C/c1nc2ccccc2c(=O)n1-c1ccc([N+](=O)[O-])cc1 | 2% | 0% | 0.1% | -3% | -5% | -11% | 0.9 | i | 0.8 | -4.9%
CCOc1ccc2nc3c(cc2c1)CN(CCOC)C(=NCCOC)S3 | 12% | 8% | -0.4% | -2% | 6% | 10% | 1.1 | i | 0.5 | -1.2%
CCc1cccc(CC)c1NC(=O)CSc1nnc(C(C)C)n1CC | -2% | 3% | -4.1% | -4% | 10% | 9% | 1.1 | i | 2.0 | -18%
Nc1nc2ccc([N+](=O)[O-])cc2[nH]1 | 3% | 62% | . | -4% | . | . | . | i | 0.2 | .
O=C(c1cccc(N2CCCC2=O)c1)N1CCN(c2ccccc2)CC1 | 2% | 3% | -1.0% | -6% | -2% | -4% | 1.1 | i | 0.7 | 1.6%
CC(C)(C)c1ccc(S(=O)(=O)Nc2ccc(Cc3ccncc3)cc2)cc1 | 9% | 8% | 3.3% | 2% | -9% | 0% | 1 | i | 0.4 | -14%
CC(c1ccccc1)n1c(-c2cccs2)nc2c(c(=O)c3ccccc3n2C)c1=O (stereo not drawn) | 6% | 8% | . | 6% | . | . | . | i | 0.5 | .
CCOC(=O)C1=C(C)NC(=O)NC1c1ccc(OCCO)c(OC)c1 (stereo not drawn) | 9% | 8% | . | -5% | 2% | 2% | 1.1 | . | . | -6.9%
CCC(=O)Nc1ccc(NC(=O)CSc2nnnn2-c2ccc3c(c2)OCCO3)cc1 | 1% | 1% | -1.6% | 2% | -10% | -14% | 1 | i | 0.5 | -8.6%
COc1ccccc1OCC(=O)O/N=C(\N)c1ccccn1 | 5% | -7% | . | -4% | . | . | . | i | 0.3 | .
CCCn1c(SCC(=O)NCc2cccs2)nc2c1c(=O)n(C)c(=O)n2C | -5% | -10% | 1.7% | -12% | 0% | 12% | 1.1 | i | 6.8 | -4.0%
CC1(CC(=O)N/N=C/c2ccc(-c3ccc(Cl)cc3)o2)OCCO1 | 8% | 11% | -2.4% | -3% | -5% | -14% | 1.1 | i | 1.4 | -16%
OCCCNc1nc(-c2ccccc2)nc2c1oc1ccccc12 | 1% | 2% | . | 0% | . | . | . | i | 0.6 | .
O=C(c1cccs1)C1CCCN(Cc2nc(Cc3ccccc3F)no2)C1 (stereo not drawn) | -3% | -3% | -1.3% | -7% | 16% | 14% | 1.1 | i | 0.3 | -7.1%
COc1cccc(C(=O)SC2=NCCS2)c1 | 1% | -3% | 0.6% | 2% | -3% | -9% | 1.1 | . | . | -4.9%
Cc1ccc(NC(=O)c2nnn(CC(=O)Nc3ccccc3)c2N)cc1C | 0% | 6% | -1.8% | -3% | 5% | 2% | 1.1 | + | 1.9* | 1.3%
CNC(CC(=O)c1ccc([N+](=O)[O-])cc1)C(Cl)(Cl)Cl (stereo not drawn) | 11% | 7% | 2.0% | -2% | 3% | -6% | 1 | ? | . | -4.7%
NC1=NC2(CCCCC2)N(c2ccc(F)cc2F)C(N)=N1 | . | . | -1.7% | -3% | 4% | -5% | 1.1 | i | 0.8 | -0.6%
COC(=O)Nc1nc(Sc2ncc(C(F)(F)F)cc2Cl)n[nH]1 | 5% | -4% | 0.0% | -5% | -15% | -7% | 1.1 | i | 0.2 | -4.7%
COc1ccc(NC(=O)c2ccccc2NC(=O)c2ccco2)c(OC)c1 | -1% | -2% | -0.7% | -2% | 8% | 3% | 1.1 | i | 4.7 | -3.2%
CCCCNC(=O)C1CC(=O)N(C2CCCCC2)C1 (stereo not drawn) | -7% | -15% | 3.2% | -10% | -2% | -9% | 1.1 | i | 4.3 | -6.9%
O=C(COC(=O)CCc1nc2ccccc2s1)Nc1nc(-c2ccccc2)cs1 | 3% | 4% | 1.3% | -1% | 0% | 7% | 1.1 | i | 0.6 | -6.9%
Cc1noc(C)c1C(=O)N1CCC(C(=O)c2ccccc2)CC1 | 9% | 3% | . | -3% | . | . | . | i | 0.6 | .
CC(C)=NNc1nc2c(c(=O)[nH]c(=O)n2C)n1CCc1ccccc1 | 8% | 3% | 0.4% | 13% | 0% | 11% | 2 | i | 0.5 | -5.6%
O=C(OCC(=O)N1CCN(S(=O)(=O)c2ccccc2)CC1)c1ccc([N+](=O)[O-])o1 | -9% | 3% | -0.4% | -2% | -1% | 18% | 1.1 | i | 0.0 | -5.2%
N/C(Cc1cccc2ccccc12)=N\OC(=O)c1ccc(Br)o1 | -1% | 2% | -0.4% | -5% | 6% | 5% | 1.1 | . | . | 1.9%
COc1ccc(C(=O)NC2CC3CCCC(C2)N3CC(C)C)cc1OC (stereo not drawn) | 4% | -15% | 0.5% | -2% | -11% | 7% | 1 | i | 0.0 | -25%
CC1=CSC2=NC(=O)/C(=C\c3cccn3-c3ccccc3)C(=N)N12 | 5% | -4% | -5.7% | -2% | 16% | 23% | 0.9 | i | 0.3 | -2.5%
